Source: PubChem BioAssay
MC4R antagonist: MC4R antagonists of cAMP signaling, primary screen, cell-based, TR-FRET, antagonist arm of biased-ligand search; MC4R-expressing cells, MTII-stimulated cAMP, LANCE TR-FRET; inhibition, % at 6.5 µM; 0.48% of 360,000 active; Melanocortin receptor 4 (Homo sapiens), P32245;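 active means inhibition above its plate's cutoff, the mean of tested wells on that plate plus 3 SD, cut at about 29% in these data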;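 further: 0% = Melanotan II alone and 100% = Melanotan II plus saturating MCL0020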
Target sequence (P32245 whole entry, looked up): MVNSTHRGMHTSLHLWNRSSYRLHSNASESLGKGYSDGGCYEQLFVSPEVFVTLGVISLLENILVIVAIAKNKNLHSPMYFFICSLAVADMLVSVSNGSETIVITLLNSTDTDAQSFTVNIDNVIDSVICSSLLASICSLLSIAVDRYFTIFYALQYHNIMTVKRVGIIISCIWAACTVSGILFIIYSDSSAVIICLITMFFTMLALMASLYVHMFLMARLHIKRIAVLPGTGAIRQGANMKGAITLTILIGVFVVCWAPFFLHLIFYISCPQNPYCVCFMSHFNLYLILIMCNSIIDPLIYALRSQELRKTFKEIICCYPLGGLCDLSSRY
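Material: human MC4R-expressing U2OS cells. Probe or stimulus: Melanotan II challenge. Dosing: 6.5 µM single dose. Times: 30-min compound, 1-h challenge, 1-h detection, room temperature. Technique: TR-FRET with Eu-cAMP and labeled anti-cAMP, 671 nm. Replication: singlicate.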
Exocytosis inh: LAMP-1 surface exposure blockers, TALL-104 cells – cell-based, flow cytometry, MLPCN library, primary screen. 0.66% of 360,000 active. inhibition, % at 10 µM. TALL-104 LAMP-1 surface exposure; cells stimulated with thapsigargin and PMA;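 active means inhibition above about 55%, limit read from the data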
PDI turbidity: inhibitors of human PDI, primary screen, biochemical, turbidity, single point, plate reader; Protein disulfide-isomerase (Homo sapiens), P07237; PDI insulin aggregation turbidity, A650, 90 min; inhibition, % at 10 µM; 0.052% of 350,000 active;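 active means mean inhibition across replicates of 30% or more, whatever share of single replicates reach that level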;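 further: absorbance from insulin aggregation driven by PDI reduction with DTT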
HTR2A ag: mouse Htr2a agonists via beta-arrestin recruitment, primary screen, cell-based, luminescence; AID 624169, 2012; 0.66% of 360,000 active; activation, % at 7.6 µM; CHO-K1 mHTR2A beta-arrestin complementation; percent of 30 µM serotonin response; 5-hydroxytryptamine receptor 2A (Mus musculus), P35363;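 active means activation above a run cutoff, the mean activation of all tested compounds plus 3 SD, cut at about 14% in these data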;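 further: 0% = plate median of compound wells and 100% = 30 µM serotonin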
Target sequence (P35363 whole entry, looked up): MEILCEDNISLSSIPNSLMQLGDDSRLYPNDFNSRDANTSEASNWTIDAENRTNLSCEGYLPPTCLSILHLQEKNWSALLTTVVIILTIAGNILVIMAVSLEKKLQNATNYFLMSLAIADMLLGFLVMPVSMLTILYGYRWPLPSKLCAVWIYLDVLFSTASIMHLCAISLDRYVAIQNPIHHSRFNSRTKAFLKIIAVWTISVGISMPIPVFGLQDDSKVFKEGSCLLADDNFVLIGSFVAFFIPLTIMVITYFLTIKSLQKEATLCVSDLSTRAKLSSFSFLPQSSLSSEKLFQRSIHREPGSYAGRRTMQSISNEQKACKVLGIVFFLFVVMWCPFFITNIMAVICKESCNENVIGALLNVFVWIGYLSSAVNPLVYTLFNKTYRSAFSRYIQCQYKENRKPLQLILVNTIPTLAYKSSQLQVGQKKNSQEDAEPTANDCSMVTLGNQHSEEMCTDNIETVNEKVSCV
ABCB6 inh MLPCN: ABCB6 transporter inhibitors, primary screen, K562-ABCB6 cells, flow cytometry, MLPCN library; ATP-binding cassette sub-family B member 6 (Homo sapiens), Q9NP58; K562-ABCB6 porphyrin accumulation, 1 h; active compounds read low; fluorescence ratio to DMSO, % at 10 µM; 0.19% of 360,000 active;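 active means fluorescence ratio to DMSO below 75%, the collection mean minus 3 SD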;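 further: signal is porphyrin accumulated inside mitochondria; 100% equals median channel fluorescence of DMSO control wells; lower ratio means ABCB6 inhibition with less porphyrin fluorescence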
MC4R barr agon: MC4R agonists recruiting beta-arrestin, primary screen, cell-based, luminescence, agonist arm of biased-ligand search; 0.98% of 360,000 active; U2OS MC4R beta-arrestin complementation; percent of melanotan II response, DMSO zero; AID 540308, 2011; Melanocortin receptor 4 (Homo sapiens), P32245; activation, % at 8.9 µM;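 active means activation above a per-plate cutoff, the mean activation of sample wells on that plate plus 3 SD, cut at about 8% in these data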
ABHD5-PLIN5 inh: ABHD5-PLIN5 interaction inhibitors, primary screen, cell lysate, split luciferase complementation, luminescence | Perilipin-5 (Homo sapiens) + 1-acylglycerol-3-phosphate O-acyltransferase ABHD5 (Homo … | Split G. princeps luciferase complementation, 4 h | inhibition, % at 4 µM | 0.78% of 360,000 active;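 active means inhibition above the mean inhibition across every tested compound plus 3 SD, cut at about 22% in these data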;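 further: 0% = DMSO only wells and the 100% control is not disclosed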
H9c2 protect: cardioprotection against H2O2-induced cell death, primary screen, uHTS, H9c2 cells, ATPLite luminescence. H9c2 cardiomyocytes, H2O2 injury protection, 2 h. protection from H2O2 cell death, % at 20 µM. 0.63% of 360,000 active. AID 588492, 2011;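 active means compounds giving at least 50% protection of heart cells from peroxide-induced death in the single-dose screen, raw or plate-pattern-corrected value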;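 further: 0% = DMSO wells with peroxide and 100% = DMSO wells without peroxide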
CaV13 ICDI inh: Disruptors of the CACNA1D IQ motif to Ca2+-dependent inactivation inhibitor domain association, primary screening, Förster resonance energy transfer in intact living … | HEK cells, CFP/YFP FRET ICDI-IQ, plate reader, 10 min; percent FRET-ratio fall versus neutral wells | AID 743397 | inhibition, % at 12.3 µM | 0.098% of 340,000 active;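 active means mean replicate inhibition of at least 30% and at least 1% of replicates passing that level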;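 further: 0% = median of the neutral control wells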
Glyco luc inh: increase of ERlucT glycosylation luciferase signal, primary screen, N-linked glycosylation inhibitor project, D54 ERlucT cells, luminescence, set 2. 0.23% of 360,000 active. D54 ERlucT glycosylation luciferase reporter, 24 h; percent of 100 nM tunicamycin response. AID 588692, 2011. reporter increase, % at 12.5 µM;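 active means mean luciferase reporter signal, scaled so untreated is 0 and the glycosylation-blocking control 100, at or above a set limit in every replicate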;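 further: luciferase carries N-glycosylation sites so blocking glycosylation raises the light; 0% = median of neutral control wells and 100% = median of 100 nM tunicamycin wells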
Numbers without * were called inactive; . = no result given.

SMILES | MC4R antagonist | Exocytosis inh | PDI turbidity | HTR2A ag | ABCB6 inh MLPCN | MC4R barr agon | ABHD5-PLIN5 inh | H9c2 protect | CaV13 ICDI inh | Glyco luc inh
CC(O)c1ccc(-n2cnnn2)cc1 (centres undefined) | 1 | -7 | 2 | 2 | 102 | -0.5 | 1 | -1 | -3 | 4
Cc1ccc(NC(=O)CS(=O)CC(=O)NC23CC4CC(CC(C4)C2)C3)cc1 (centres undefined) | -6 | 11 | 6 | 2 | 92 | -2.3 | -6 | -6 | -2 | -2
O=c1[nH]c(C2CCN(S(=O)(=O)c3ccc(S(=O)(=O)NC4CC4)cc3)CC2)nc2c1nnn2Cc1ccc(F)cc1 | 18 | 1 | 1 | 1 | 98 | -3.3 | 28* | -4 | -5 | -1
CS(=O)(=O)N(Cc1ccc(C(=O)NN=C2CCCC2)cc1)c1ccccc1 | 3 | 5 | 3 | -3 | 105 | 0.0 | -1 | 0 | -5 | 3
COc1ccc(Cc2nc(C(=O)Nc3ccc(OC)cc3)cs2)cc1 | 1 | 11 | -3 | -1 | 96 | -1.2 | 0 | -24 | -5 | -2
CCCC(=O)OCC(=O)Nc1ccc([N+](=O)[O-])cc1C#N | 1 | 9 | 18 | 8 | 96 | 2.8 | 4 | 1 | -2 | -1
CC(C)(C)OCC1CO1 (centres undefined) | 7 | 3 | . | -2 | 97 | 0.9 | -4 | 3 | . | -1
O=C1CN(C(=O)COC(=O)c2ccc(C(F)(F)F)cc2)c2ccccc2N1 | 13 | -19 | 8 | -5 | 98 | 1.0 | -9 | -7 | -5 | 0
Cc1[nH]c2ccccc2c1C(=O)CN1C(=O)C(=O)N(CCC2=CCCCC2)C1=O | -2 | 11 | 3 | 1 | 97 | 3.0 | -15 | -6 | -3 | 0
Cc1cc(C2(O)C(=O)Nc3ccccc32)ccc1F (centres undefined) | 13 | -6 | 1 | -3 | 96 | 0.0 | -15 | -4 | -20 | 0
Cc1ccc(Nc2nnc(SCC(=O)Nc3cccc(S(=O)(=O)NC4=NCCCCC4)c3)s2)c(C)c1 | -6 | -4 | -2 | 2 | 101 | -3.1 | -5 | -4 | -1 | 1
Cc1c(C(=O)N2CCN(c3ccccc3F)CC2)sc2nc(-c3ccccc3)cn12 | -2 | 2 | 2 | 1 | 86 | 0.1 | 0 | 9 | -9 | -5
CCOc1cc(CNc2ccc3c(c2)OCCO3)cc(Br)c1OC | -23 | 11 | 6 | -4 | 102 | -1.9 | 2 | -14 | -6 | -5
O=C(Nc1ccc(N2CCCC2)c(Cl)c1)c1ccc([N+](=O)[O-])cc1 | 3 | 4 | 7 | -2 | 107 | 21* | -7 | -2 | 8 | -5
CC1CCc2c(sc(NC(=O)CN3CCN(C(=O)c4ccco4)CC3)c2C#N)C1 (centres undefined) | 2 | -4 | -2 | 3 | 94 | 0.3 | 4 | -2 | . | 0
C(=N\N=C\c1cccnc1)/c1cccnc1 | -3 | -1 | -3 | -3 | 104 | -1.9 | -3 | -2 | . | 3
O=C(COc1ccc2c3c(c(=O)oc2c1)CCCC3)NCc1ccccn1 | -6 | -2 | -3 | -5 | 98 | -1.3 | 5 | 8 | -5 | -1
CCC(C)Nc1nc(-c2ccc3c(c2)NC(=O)CO3)cs1 (centres undefined) | 14 | -2 | 2 | 3 | . | 0.1 | -16 | -7 | . | -1
CCn1c(=O)cc(OCC(=O)N2CCN(C(=O)c3ccco3)CC2)c2ccccc21 | -4 | 2 | -14 | -1 | 94 | -0.2 | 4 | -2 | -3 | 7
O=C(Nc1cccc2ccccc12)N1N=CCC1c1ccccc1 (centres undefined) | -4 | -9 | -5 | 2 | 93 | -0.8 | 3 | -5 | 0 | -3
CCOC(=O)/C=C/C(=O)N1CCN(C(=O)/C=C/C(=O)OCC)CC1 | 18 | -5 | 7 | 1 | 93 | 0.2 | 7 | 12 | 1 | 3
Cc1ccc(/C(CSc2nccn2-c2ncc(C(F)(F)F)cc2Cl)=N\O)cc1 | 2 | -4 | 0 | 2 | 97 | 2.1 | -9 | -21 | . | -2
CC(=O)c1c(C)[nH]c(C(=O)CSc2nnc(C3CCCCC3)n2N)c1C | -1 | -1 | -2 | 0 | 92 | -2.6 | -16 | 1 | -5 | 4
Cc1oc(C(C)(C)C)c(CN2CCOCC2)c1C(=O)O | 0 | 0 | -3 | 0 | 96 | -1.3 | 4 | 22 | . | 1
COc1cccc(CN2CC(C(=O)NCCc3ccc(C)o3)CCC2=O)c1 (centres undefined) | 1 | -5 | -4 | -4 | 97 | -1.1 | -4 | 7 | -3 | 0
SMILES | MC4R antagonist | Exocytosis inh | PDI turbidity | HTR2A ag | ABCB6 inh MLPCN | MC4R barr agon | ABHD5-PLIN5 inh | H9c2 protect | CaV13 ICDI inh | Glyco luc inh
Cc1ccccc1N1C(=S)NC2c3ccccc3OC1(C)C2C(=O)N(C)C (centres undefined) | 5 | -1 | -1 | 6 | 107 | -0.5 | 0 | 6 | -2 | 0
O=C(COc1ccc2ccc(=O)oc2c1)N1CC[C@@]2(O)CCCC[C@H]2C1 | 14 | 8 | . | 1 | 88 | -2.1 | 0 | 2 | . | -1
O=C(N/N=C/c1c(O)ccc2ccccc12)c1[nH]ncc1Br | 21 | 14 | 1 | -2 | 98 | -2.0 | -3 | 39 | -6 | -10
COc1ccc(C(=O)Nc2ccc(SC(F)F)cc2)cc1 | 3 | 2 | 0 | -2 | 89 | 3.4 | 2 | -3 | -5 | -6
C/C(=N/NC(=O)c1ccc(Br)s1)c1ccncc1 | -5 | -13 | -11 | 3 | 97 | -0.7 | 5 | 9 | . | 4
COc1cccc(NC(=O)C(NCC(C)(C)CN(C)C)c2ccccc2)c1 (centres undefined) | -1 | 3 | 0 | 4 | 105 | -1.5 | 2 | 4 | -4 | 5
O=C(CSc1n[nH]c(-c2cccs2)n1)NCc1cccs1 | 5 | -1 | -2 | -2 | 98 | -0.9 | 0 | 4 | -5 | 0
CCCN=C(C)C1=C(O)c2ccccc2C1=O | -5 | 1 | 3 | 4 | 101 | -2.4 | -4 | -3 | -9 | 0
CCc1ccccc1NC(=O)Cn1nc(C(F)(F)F)cc1C1CC1 | 8 | 0 | 0 | 2 | 105 | -1.5 | 4 | 0 | -7 | 0
CC1Cc2ccccc2C(=O)N1 (centres undefined) | 5 | 2 | -6 | 0 | 98 | -2.0 | -1 | 97* | 0 | 1
CC(C)(C)C(=O)O/N=C(\N)COc1cccc(Cl)c1 | 0 | -7 | 9 | 1 | 97 | -2.7 | 1 | -4 | -5 | 4
Cc1cccc(S(=O)(=O)c2c(N)n(/N=C/c3ccco3)c3nc4ccccc4nc23)c1 | 11 | 37 | -13 | 2 | 103 | 1.5 | 8 | -6 | -8 | -3
COc1ccc(N(CC(O)Cn2nnc3ccccc32)S(=O)(=O)c2ccc(C)cc2)cc1 (centres undefined) | 2 | -8 | 18 | -1 | 100 | -0.5 | -4 | 2 | -5 | -1
Cc1c(NC(=O)c2ccccc2)c(=O)n(-c2ccccc2)n1C | 7 | 0 | -10 | -1 | 117 | -1.9 | -1 | 1 | . | 2
COc1cccc([C@@H]2CC=C(C(=O)O)[C@H](c3ccccc3)N2S(=O)(=O)c2ccc(C)cc2)c1 | 0 | -4 | 2 | 3 | 100 | -1.5 | 5 | 1 | -11 | 3
CSc1nc(=S)n(Cc2ccccc2)c(C)c1C(C)=O | 2 | 0 | -3 | -3 | 78 | 0.0 | -8 | 5 | -1 | 1
Cc1ccccc1N1C(=O)c2ccccc2C1Nc1cccnc1 (centres undefined) | 12 | -10 | . | 11 | 97 | 0.9 | 12 | -5 | -6 | 1
Cc1ccccc1/C=N/NC(=O)c1sccc1C | -2 | -2 | 0 | -1 | 96 | -1.6 | -1 | -8 | -3 | -5
Cc1cc(NS(=O)(=O)N(C)C)ccc1C(C)C | 0 | -3 | 1 | -1 | 94 | 0.0 | -1 | 6 | -4 | -1
CCSc1ccc(-c2cc(NC=O)c3ncc(-c4cccc(C(=O)N(C)C)c4)n3c2)cc1 | -8 | -5 | -3 | 2 | 129 | 10* | 11 | 13 | -7 | -7
COc1cc(NCCCn2cnc(C(=O)Nc3ccc(C)c(C)c3)n2)cc(OC)c1OC | 15 | 1 | 5 | -6 | 99 | 2.4 | -4 | -4 | -7 | 2
CCCc1nc(-c2ccc(-c3ccc(F)cc3)cc2)no1 | 2 | -2 | -2 | 4 | 97 | -0.5 | -4 | -8 | -4 | -2
O=C(NCc1ccco1)c1cc(-c2ccccc2)c(N2CCOCC2)s1 | 9 | 0 | 5 | -4 | 90 | 0.0 | 5 | 5 | -1 | -3
Cc1ccc(-c2noc(CNC(=O)COc3ccccc3C)n2)cc1 | -3 | 2 | 8 | -1 | 96 | -1.6 | 1 | -2 | -6 | 3
Cc1ccc(C)c2[nH]c(=O)c(CN(CCN3CCCC3)C(=O)Nc3ccc(F)cc3)cc12 | 4 | -2 | -4 | 17* | 107 | -1.2 | 2 | 34 | -5 | 4
O=C(N/N=C/c1cccnc1)c1cc(C2CC2)nc2ccccc12 | -1 | -4 | -2 | 4 | 100 | -1.6 | 7 | 2 | . | 2
NC(=O)C1CCN(CC(=O)Nc2nc(-c3ccccc3)cs2)CC1 | 6 | -8 | 3 | -3 | 89 | 0.6 | 12 | -3 | -3 | 0
Cc1nn(C2CCS(=O)(=O)C2)c(Cl)c1/C=C/C(=O)OCC(N)=O (centres undefined) | -2 | -1 | 0 | 0 | 92 | -1.7 | -6 | 2 | -17 | -1
CCOC(=O)C1=CCC(c2ccccc2)N(S(=O)(=O)c2ccccc2[N+](=O)[O-])C1 (centres undefined) | . | 6 | . | -7 | 98 | . | 10 | 4 | -4 | 3

Four entries from above, with two lines to a compound:
Values run as follows: MC4R antagonist, Exocytosis inh, PDI turbidity, HTR2A ag, ABCB6 inh MLPCN, MC4R barr agon, ABHD5-PLIN5 inh, H9c2 protect, CaV13 ICDI inh, Glyco luc inh
- Cc1oc(C(C)(C)C)c(CN2CCOCC2)c1C(=O)O
 : 0, 0, -3, 0, 96, -1.3, 4, 22, ., 1
- CC1Cc2ccccc2C(=O)N1 (centres undefined)
 : 5, 2, -6, 0, 98, -2.0, -1, 97*, 0, 1
- CCn1c(=O)cc(OCC(=O)N2CCN(C(=O)c3ccco3)CC2)c2ccccc21
 : -4, 2, -14, -1, 94, -0.2, 4, -2, -3, 7
- Cc1ccc(/C(CSc2nccn2-c2ncc(C(F)(F)F)cc2Cl)=N\O)cc1
 : 2, -4, 0, 2, 97, 2.1, -9, -21, ., -2
